From PubChem
CHX counter: affects cycloheximide protein synthesis inhibition readout, counter-screen; cell reporter, cycloheximide protein synthesis inhibition counterscreen; max response, %; 300,000 compounds, 12% hits; AID 2314; in the data active means max response mostly above about 13%, no sharp cut-off; inactive means mostly below about 14%; further: read at 38.3 µM for the half of the compounds with a filed dose; 0% is about no effect
Pf growth 48h: P. falciparum growth inhibition at 48 hours (one generation). Potency, µM (doses to about 28.7 µM), without a hit: at the top dose activity change, negative = inhibition, hits mostly inhibitors. P. falciparum luciferase growth in erythrocytes, 48 h. 310,000 compounds, 5.9% hits. AID 504832; further: potency means the concentration at half of the fitted maximal effect; on the % scale 0 is the no-effect control and ±100 the full control effect
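Here the parasites carry a stable luciferase gene and grow inside erythrocytes in Albumax-based RPMI medium with compound for one erythrocytic cycle. Activity is scored as loss of luminescent signal.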
Pf growth 96h: inhibits malaria parasite growth, 96 h; 320,000 compounds, 6.9% hits; Potency, µM (top dose mostly 28.7 µM), without a hit: top-dose activity change, negative = inhibition, most hits filed as inhibitors; P. falciparum luciferase reporter growth, 96 h; further: potency means the concentration at half of the fitted maximal effect; on the % scale 0 is the no-effect control and ±100 the full control effect
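Luminescence readout: decreased luciferase signal marks inhibited growth of reporter-expressing P. falciparum in infected red cells (2% hematocrit, 0.05% parasitemia final), exposed to compound two generations (96 h, 37 C, 5% CO2).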
TbPYK inhibitor: inhibitors of Trypanosoma brucei pyruvate kinase; 410,000 compounds, 0.12% hits; Q57TT1; Potency, µM (doses to about 76.8 µM), for inactives: top-dose activity, negative = inhibition, actives largely listed as inhibitors; TbPYK enzyme, Kinase-Glo Plus ATP luminescence, 45 min; AID 624173; further: potency means the concentration at half of the fitted maximal effect; on the % scale 0 is the no-effect control and ±100 the full control effect; nearly all actives have a fitted effect of over 50% in size
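Readout: single end-point luminescence (Kinase-Glo Plus, 10 min). Reaction conditions were TbPYK/substrate plus 130 uM ADP, 45 min at RT, pH 7.2 TEA buffer. No-enzyme wells served as controls, and data were normalized before concentration-response fitting.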
LmPK inh: blocks Leishmania mexicana pyruvate kinase activity; Q27686; purified LmPK, Kinase-Glo ATP luminescence, 1 h; Potency, µM (series often up to 57.5 µM), inactives show at the top dose activity change, negative = inhibition, most hits filed as inhibitors; 290,000 compounds, 0.37% hits; further: potency means the concentration at half of the fitted maximal effect; on the % scale 0 is the no-effect control and ±100 the full control effect
Target sequence (Q27686 whole entry, looked up): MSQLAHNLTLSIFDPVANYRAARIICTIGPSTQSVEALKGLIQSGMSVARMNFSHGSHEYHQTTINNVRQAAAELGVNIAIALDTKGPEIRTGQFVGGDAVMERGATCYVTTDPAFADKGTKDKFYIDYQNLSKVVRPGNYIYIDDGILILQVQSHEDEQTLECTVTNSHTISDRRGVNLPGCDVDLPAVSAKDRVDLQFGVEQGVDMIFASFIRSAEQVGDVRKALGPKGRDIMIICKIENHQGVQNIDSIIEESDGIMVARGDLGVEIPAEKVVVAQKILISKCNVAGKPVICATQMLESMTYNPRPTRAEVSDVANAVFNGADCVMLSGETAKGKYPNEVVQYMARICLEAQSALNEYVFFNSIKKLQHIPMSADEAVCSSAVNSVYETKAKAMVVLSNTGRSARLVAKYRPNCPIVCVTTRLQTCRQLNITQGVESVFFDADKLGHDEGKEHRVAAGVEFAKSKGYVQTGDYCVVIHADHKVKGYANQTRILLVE
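Screened at intermediate enzyme activity to detect both inhibitors and activators: LmPK at 0.1 nM, with a 0.5 nM enzyme column as activation reference. PEP 0.5 mM, ADP 0.1 mM; ATP detected by luminescence after 1 h.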
Shiga toxin inh: Shiga toxin inhibition. Vero cells, Shiga toxin protein synthesis inhibition reporter. inhibition, % at 38.7 µM. 290,000 compounds, 9.2% hits. AID 2315; in the data active means inhibition mostly above about 28%, no sharp cut-off; inactive means mostly below about 43%; further: 0% is about no effect
AMA1 RON2 block: inhibitors of Plasmodium falciparum AMA1-RON2 interaction; AlphaScreen AMA1-biotinylated RON2 peptide binding; Potency, µM (series often up to 58.2 µM), inactives show at the highest dose activity change, negative = inhibition, actives largely listed as inhibitors; 360,000 compounds, 0.2% hits;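 further: potency means the concentration at half of the fitted maximal effect; 0% = vehicle wells and -100% = peptide control; nearly all actives have a fitted effect of over 45% in size; some results filed as inactive show a strong effect at the top dose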
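AMA1 (3D7) with his tag at 25 nM final met compounds first, then biotinylated RON2 peptide at 25 nM; detection used donor plus acceptor beads, 10 µg/mL apiece, read by AlphaScreen after 30 min at room temperature.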
Active calls of the source: *; ? = inconclusive; . = no result given; & = joins results of further samples; [ ] = another dose, or the depositor's remark. Unless noted, the call rests on the fitted dose curve; in most records, active means well fitted curve in the direction sought with a large enough effect; inconclusive means small, poorly fitted or top-dose-only effect, or another doubt; inactive means no such curve, though single readings can be large; an effect the other way counts as inactive or inconclusive.

Under each structure: CHX counter | Pf growth 48h | Pf growth 96h | TbPYK inhibitor | LmPK inh | Shiga toxin inh | AMA1 RON2 block
N#Cc1cc2c(nc1SCC(=O)Nc1sc3c(c1C#N)CCC3)CCCCCC2
    -2 | 8% | . | -9% | -4% | -23 | -7%
Cn1c(SCC(=O)NCc2ccco2)nnc1-c1c[nH]c2ccccc12
    -4 | . | 36%[activator] | -12% | -3% | -14 | 15%
COc1ccc(C2CC(=O)n3c(nc4ccccc43)S2)cc1OC (centres undefined)
    13 | 2% | . | 0% | 2% | -8 | -3%
CCCCCCCCOC1OC(CO)C(O)C(O)C1NC(C)=O (centres undefined)
    -4 | 4% | ? | -8% | -5% | 8 | 32%[activator]
COC(=O)c1[nH]c2ccc(Cl)cc2c1NC(=O)c1ccccc1[N+](=O)[O-]
    -1 | 6% | -13% | 6% | -1% | 0 | -4%
COc1ccc(C2(c3ccc(OC)cc3)NC(=O)N(CC(=O)Nc3ccc(N4CCOCC4)cc3)C2=O)cc1
    . | ? | ? | -11% | . | . | ?
C[C@@H](C(=O)NCc1ccccc1)[C@H]1C[C@]1(C)[C@H](NC(=O)OCc1ccccc1)c1ccccc1
    -4 | -18% | ? | 1% | 0% | -13 | 7%
O=C(CSc1nnc(-c2c[nH]c3ccccc23)n1-c1ccc(F)cc1)NCc1ccco1
    12* | -1% | 0% | ? | -4% | 19 | -5%
CCOc1ccccc1NC(=O)c1ccc(Cl)c(NC(=O)CC(c2ccccc2)c2ccccc2)c1
    -3 | ? | 9.3µM* | 3% | 3% | 7 | 0%
COc1ccc(CN2CCOCC2)cc1Br
    8 | 40%[activator] | -5% | -2% | -3% | 31 | 1%
CCOC(=O)c1c(NC(=O)c2nn(CC)cc2Br)sc(C)c1C
    -1 | ? | 24% | -6% | 3% | 3 | 17%
COCCNC(=O)C(c1cccs1)N(CCc1ccccc1)C(=O)Cn1nnc2ccccc21 (centres undefined)
    -1 | ? | 78%[activator] | 2% | 3% | 14 | 12%
Cc1ccc(C)c(OCCCN2CCc3ccccc3C2)c1
    9 | -20% | 21% | -3% | -8% | -12 | 3%
O=C1/C(=C/c2ccc([N+](=O)[O-])cc2)C=C(c2ccccc2)N1c1ccc(O)cc1
    -4 | ? | . | -15% | -13% | -7 | ?
O=c1c2ccccc2nc(-c2ccccc2)n1-c1nccs1
    -4 | 12% | 6% | 5% | 1% | -6 | -1%
CN(C)/C=C/C(=O)c1cccc(Oc2ncccn2)c1
    2 | 8% | 16% | -1% | 2% | -6 | 5%
O=C(NNC(=O)C1CCCO1)c1ccc(Cl)cc1 (centres undefined)
    -1 | 15% | 33%[activator] | 10% | 2% | -6 | 3%
O=C(CN1C(=O)CCC1=O)c1ccc(-c2ccccc2)cc1
    63* | 79%[activator] | 10% | -6% | 4% | 83* | -9%
COc1ccc(-n2c(SCc3ccc(C#N)cc3)nnc2-c2ccccn2)cc1
    1 | ? | ? | ? | 7% | -11 | 3%
CCOC(=O)c1cc(CC)sc1NC(=O)COC(=O)C1CCC1
    -2 | 4% | 8% | -13% | 0% | -11 | 42%[activator]
O=C(Cn1cc2c(n1)CCCCC2)Nc1c(F)cc(F)cc1Br
    0 | 6% | 8% | -5% | -4% | -10 | 11%
COc1ccc(NC(=O)COc2ccccc2F)cc1S(=O)(=O)N1CCCCC1
    -2 | -18% | ? | 1% | 2% | 1 | -13%
CC(=O)c1c(C)oc(C)c1CSCc1ccc(C(=O)O)o1
    -2 | 9% | -2% | -35% | 24% | -5 | -23%
COc1ccccc1CCC(=O)OCC(=O)Nc1cccc(S(=O)(=O)N2CCCCC2)c1
    . | 33%[activator] | ? | -4% | . | . | -27%
CCOc1nc(Nc2ccc(OC)c(Cl)c2)nc(OCC)n1
    -2 | . | 13µM* | 2% | 14% | -12 | -19%
CCN(CC)C(=O)COc1ccc2oc(-c3ccco3)cc(=O)c2c1
    19* | ? | ? | -4% | 1% | 31 | 6%
Cc1cccc(NC(=O)CCc2c(C)nn(-c3ccc(N4CCCCC4)nn3)c2C)c1
    41* | 46%[activator] | ? | 2% | -1% | 72* | -16%
COc1ccc(NC(=O)CC2Nc3cc(C)c(C)cc3NC2=O)c([N+](=O)[O-])c1 (centres undefined)
    7 | 31%[activator] | -2% | -16% | 4% | 26 | -1%
Cc1ccc(C(=O)N/C(=C\c2cccs2)C(=O)NCCCn2ccnc2)cc1
    -4 | 7% | 6% | -5% | -2% | -10 | -14%
O=C(NCc1ccccn1)C1COc2ccccc2O1 (centres undefined)
    -2 | 7% | . | -2% | 1% | -9 | 53%[activator]
COc1ccc2[nH]c(C(=O)NCCc3ccccc3)cc2c1
    32* | 109%[activator] | 44%[activator] | -17% | 2% | 85* | -24%
COc1cccc(NC(=O)c2c(C)nn(-c3ccccc3)c2Cl)c1
    19* | 32%[activator] | 4.7µM* | 0% | 2% | 31 | -5%
CCCCn1nc(NC(=O)c2cccs2)c2cc3cc(OC)ccc3nc21
    14 | ? | . | 5% | 3% | -3 | 135%[activator]
Cc1ccccc1-n1ncc2c1CC(C)(C)CC2NC(=O)c1ccncc1 (centres undefined)
    2 | -14% | 16% | 6% | 0% | -32 | 7%
CCN(CC)C(=O)c1ccc(C(=O)Nc2ccc(F)cc2)cc1
    . | 5% | 32%[activator] | -3% | . | . | -2%
Cc1noc(C)c1S(=O)(=O)N(CC(=O)NCCc1ccccc1)c1ccc(C(C)C)cc1
    0 | ? | ? | -17%&3% | 3% | 1 | -5%
CCOc1ccc(Nc2nc(N(C)c3ccccc3)nc(N)c2[N+](=O)[O-])cc1
    -1 | 20% | 9% | 5% | -3% | 16 | 0%
Cc1ccc(-c2cc3ncc(C#N)c(N)n3n2)cc1
    24* | 174%[activator] | 11% | -1% | -6% | 69* | 7%
O=[N+]([O-])c1c(C(Cl)Cl)nn(-c2ccccc2)c1N1CCCC1
    -1 | ? | ? | -5% | 3% | -10 | ?
Cc1ccccc1OCC(O)Cn1c(NCc2ccco2)nc2c1c(=O)[nH]c(=O)n2C (centres undefined)
    3 | -13% | . | 4% | 12% | 0 | -6%

Full records as entered above. Values in the order: CHX counter	Pf growth 48h	Pf growth 96h	TbPYK inhibitor	LmPK inh	Shiga toxin inh	AMA1 RON2 block
Entry for `CCCCn1nc(NC(=O)c2cccs2)c2cc3cc(OC)ccc3nc21` = 14	?	.	5%	3%	-3	135%[activator]
Entry for `COc1cccc(NC(=O)c2c(C)nn(-c3ccccc3)c2Cl)c1` = 19*	32%[activator]	4.7µM*	0%	2%	31	-5%
Entry for `Cc1noc(C)c1S(=O)(=O)N(CC(=O)NCCc1ccccc1)c1ccc(C(C)C)cc1` = 0	?	?	-17%&3%	3%	1	-5%
Entry for `Cc1ccc(C)c(OCCCN2CCc3ccccc3C2)c1` = 9	-20%	21%	-3%	-8%	-12	3%

Continuation.
Under each structure: CHX counter | Pf growth 48h | Pf growth 96h | TbPYK inhibitor | LmPK inh | Shiga toxin inh | AMA1 RON2 block
COc1cccc(CNC(=O)C(=O)NCCc2ccc(OC)c(OC)c2)c1
    -2 | 5% | 40%[activator] | 0% | -1% | 17 | -17%
COc1cccc2c1OCC(CN1CCN(Cc3ccccc3F)C(CCO)C1)=C2 (centres undefined)
    0 | ? | ? | -4% | -2% | 2 | -1%
O=C(NCCN1CCOCC1)c1c(O)nc2sccn2c1=O
    . | -23% | 29% | 0% | . | . | 1%
O=C(CN1CCN(S(=O)(=O)c2ccc(F)c(F)c2)CC1)Nc1ccccc1C(=O)NC1CC1
    . | ? | -55% | -9% | . | . | 8%
O=C1N=C(C=c2ccc(=Cc3[nH]c(=O)[nH]c3O)cc2)C(=O)N1
    3 | -8% | 12% | . | -5% | -1 | .
CC(C)(C)n1nc2c(c1NC(=O)c1c(F)cccc1F)CS(=O)(=O)C2
    -3 | 18% | ? | 6% | 6% | -9 | 1%
CCN(CC(=O)NCc1cccs1)C(=O)c1ccc(S(=O)(=O)Nc2ccccc2OC)cc1
    . | -17% | 5% | -1% | . | . | 0%
CCN(CC)CC(=O)c1c[nH]c2ccc(C)cc12
    -4 | ? | 50%[activator] | -12% | 4% | -6 | -2%
Cc1c(C(=O)NCC2CCCO2)oc2ccc(Br)cc12 (centres undefined)
    . | 71%[activator] | 96%[activator] | 0% | . | . | -2%
Cc1ccccc1Nc1nc(N)nc(COC(=O)[C@@H](NC(=O)c2ccccc2Cl)C(C)C)n1
    . | ? | ? | 5% | . | . | 17%
COc1ccnc(-n2cccc2/C=N/O)c1C#N
    -3 | 78%[activator] | ? | 2% | -5% | -3 | 1%
COc1ccc(C(C(=O)NC(C)(C)C)N(Cc2cccs2)C(=O)CCC(=O)Nc2cc(C)on2)cc1 (centres undefined)
    -1 | ? | ? | 2% | 2% | 6 | 20%
CC(=O)c1cccc(NC(=S)NC(=O)CC(C)C)c1
    15 | 31%[activator] | . | -10% | -1% | -3 | -1%
CC1Cc2ccccc2N1Cc1cc(=O)n2ccsc2n1 (centres undefined)
    1 | ? | 13µM* | -20% | 0% | 25* | -6%
CC1CCN(S(=O)(=O)c2ccc(N/N=C(/C#N)C(N)=O)cc2)CC1
    10 | -4% | ? | 5% | -1% | -12 | -2%
COc1cc(C(=O)NCCc2c[nH]c3ccccc23)ccc1OCc1c(C)noc1C
    -1 | ? | ? | 1% | 0% | -13 | -14%
Cc1c(CC(=O)N2CCN(C(=O)C3COc4ccccc4O3)CC2)c(=O)oc2c(O)c(O)ccc12 (centres undefined)
    -4 | ? | ? | -15% | -2% | 7 | 24%
CCOC(=O)N1CCN(c2nc3ccccc3nc2C(C#N)C(=O)NCCc2ccccc2)CC1 (centres undefined)
    -3 | 7.4µM* | ? | -1% | 5% | -7 | -2%
CCC(CC)NC(=O)COC(=O)c1ccc(OCC(=O)Nc2ccccc2OC)c(OC)c1
    -5 | . | -3% | 4% | 1% | -23 | -8%
CCN(CC)c1nc2c(c(=O)n(C)c(=O)n2C)n1CCCc1ccccc1
    -1 | ? | 10% | -2% | 5% | -6 | -11%
O=C(NC(=O)c1ccccc1)OCC1CCCN2CCCCC12 (centres undefined)
    -6 | . | ? | 12% | 2% | -30 | -2%
CN(C)CC1(c2ccccc2)CCCC1
    3 | 12% | 13% | 6% | -3% | 5 | -3%
COc1ccc(NC(=O)c2nc[nH]c2C(=O)Nc2ccccc2C)cc1
    -4 | 25% | 2% | 4% | 8% | -13 | 5%
Cc1nc(NCc2ccccc2)sc1C(=O)Nc1ccccc1
    26* | 54%[activator] | 89%[activator] | -1% | 1% | 50* | -12%
CCCNc1nc(NCC)nc(OC)n1
    -1 | 5% | ? | -8% | -5% | 3 | 3%
